# HIF-2a block – inhibitors of HIF-2a | 0.72% of 360,000 active | inhibition, % at 18.8 µM | 786-0 RCC cells HIF-2a reporter, luciferase luminescence, overnight;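 active = inhibition of the luminescence signal of 40% or more relative to plate controls, in a single-dose primary screen at 18.75 µM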
# Peg3 prom inh – inhibitors of Peg3 promoter | HeLa PEG-Prom luciferase reporter, luminescence, overnight | inhibition, % at 20 µM | 1.7% of 360,000 active;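 active = inhibition of at least 50% at 20 µM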
# aDG glyco act – increases alpha dystroglycan glycosylation | 0.22% of 360,000 active | Pro5-aDG cells, alpha-DG glycosylation AlphaScreen (IIH6); 0% Pro5, 100% B10-LARGE cell signal | activation, % at 10 µM;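 active = activation of at least 8% versus controls, or a plate z-score of at least 8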;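 note: Pro5 are CHO cells carrying HIG-tagged alpha-DG that lacks glycosylation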
# iPSC survival up – increases survival of single human iPS cells. survival enhancement, % at 20 µM. hiPSC single-cell survival, ATPlite luminescence; 100% = ROCK inhibitor wells, 0% = DMSO. 0.044% of 360,000 active; in the data active = survival enhancement above about 18%;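 note: cells exposed to compounds for 16 hours before the ATP read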
# Exocytosis inh – lytic granule exocytosis inhibition | TALL-104 LAMP-1 surface exposure, flow cytometry; cells stimulated with thapsigargin and PMA | inhibition, % at 10 µM | 0.66% of 360,000 active | AID 651702;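 active = inhibition above about 55%, limit read from the data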
# NR2E3 ag-1 – NR2E3 (human) agonism; Q9Y5X4; GST-NR2E3/biotin-RetCOR TR-FRET, 1536-well; inhibition of corepressor binding, % at 4.78 µM; 0.12% of 320,000 active; AID 2300;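 active = percent inhibition above the cutoff of mean plus 3 SD of all tested compounds, set per screening campaign, cut at about 20% in these data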;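 note: 0% = DMSO wells and 100% = biotin wells as full block of FRET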
# Target sequence (Q9Y5X4 whole entry, looked up): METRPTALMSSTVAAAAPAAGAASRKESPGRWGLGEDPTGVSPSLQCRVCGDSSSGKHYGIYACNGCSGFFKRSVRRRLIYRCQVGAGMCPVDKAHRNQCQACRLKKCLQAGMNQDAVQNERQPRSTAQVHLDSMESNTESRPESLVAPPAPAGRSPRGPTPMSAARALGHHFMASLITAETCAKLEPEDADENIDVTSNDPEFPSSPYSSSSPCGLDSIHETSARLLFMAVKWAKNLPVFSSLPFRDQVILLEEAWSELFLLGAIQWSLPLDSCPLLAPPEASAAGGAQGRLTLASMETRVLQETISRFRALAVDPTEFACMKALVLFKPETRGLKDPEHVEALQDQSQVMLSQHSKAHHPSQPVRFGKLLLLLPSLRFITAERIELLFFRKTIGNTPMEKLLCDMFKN
#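 Material: NR2E3–RetCOR corepressor complex / Amount: 1.35 nM GST-NR2E3 / Medium: Tris pH 7.5 / Compound: single nominal compound dose of 4.8 µM / Incubation: 5 h at 4 °C / Technique: TR-FRET, Eu(K)-anti-GST donor, streptavidin-D2 acceptor, ex 340, em 617/671 nm / Read-out basis: percent loss of FRET ratio relative to control wells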
# PDI inh – PDI (human) enzyme inhibition | inhibition, % at 10 µM | 0.052% of 350,000 active | PDI insulin aggregation turbidity, A650, 90 min;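 active = mean inhibition across replicates of 30% or more, whatever share of single replicates reach that level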;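 note: absorbance from insulin aggregation driven by PDI reduction with DTT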
# Target sequence (P07237 whole entry, looked up): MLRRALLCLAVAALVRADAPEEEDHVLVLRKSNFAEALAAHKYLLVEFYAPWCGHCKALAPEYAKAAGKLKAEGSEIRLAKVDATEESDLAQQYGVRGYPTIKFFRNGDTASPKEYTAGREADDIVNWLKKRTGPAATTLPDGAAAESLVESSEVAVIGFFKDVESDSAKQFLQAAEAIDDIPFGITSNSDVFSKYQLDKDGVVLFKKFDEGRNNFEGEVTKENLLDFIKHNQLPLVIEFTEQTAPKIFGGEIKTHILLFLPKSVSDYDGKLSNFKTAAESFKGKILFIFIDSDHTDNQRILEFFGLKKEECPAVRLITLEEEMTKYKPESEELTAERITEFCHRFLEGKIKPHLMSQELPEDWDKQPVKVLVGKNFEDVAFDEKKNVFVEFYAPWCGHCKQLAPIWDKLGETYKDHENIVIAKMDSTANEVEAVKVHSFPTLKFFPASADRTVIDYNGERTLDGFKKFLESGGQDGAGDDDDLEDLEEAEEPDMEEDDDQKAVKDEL
# NR2E3 ag-2 – activates human NR2E3 receptor | Q9Y5X4 | CHO-S Gal4-NCOR/VP16-NR2E3 two-hybrid, luciferase | inhibition of corepressor binding, % at 3.98 µM | 0.35% of 360,000 active | AID 602229;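 active = inhibition above the mean of all tested compounds plus 3 SD, cut at about 70% in these data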;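 note: 0% = DMSO with NR2E3 transfected cells and 100% = cells lacking NR2E3 construct; higher means lower luciferase signal from less NR2E3 corepressor binding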
# TRPM1 prom inh – inhibitors of MITF-driven TRPM1 promoter in melanoma cells | SK-MEL-5 TRPM1 promoter luciferase, 24 h | inhibition, % at 12.5 µM | 0.83% of 330,000 active | AID 488899;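 active = mean inhibition across replicates of 60% or more, whatever share of single replicates reaches that level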; note: values of inactives mirror those of a sister screen read the other way
# Vif imaging – HIV Vif inhibition. inhibition, % at 7.49 µM. AID 602346. 0.35% of 340,000 active. HEK293T cells, Vif self-association by quenched fluorescence, imaging, 24 h; in the data active = inhibition above about 50%, passing the limit was not always enough; note: some results filed as inactive read as strong as hits
# CaV13 ICDI inh – Primary screen for inhibitors of IQ motif and Ca2+-dependent inactivation inhibitor domain binding in CACNA1D, Förster resonance energy transfer in living cells, … | 0.098% of 340,000 active | inhibition, % at 12.3 µM | AID 743397 | HEK cells, CFP/YFP FRET ICDI-IQ, plate reader, 10 min; percent FRET-ratio fall versus neutral wells;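 active = mean replicate inhibition of at least 30% and at least 1% of replicates passing that level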;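 note: 0% = median of the neutral control wells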
# Numbers without * were called inactive; . = not tested or not shown.
SMILES,HIF-2a block,Peg3 prom inh,aDG glyco act,iPSC survival up,Exocytosis inh,NR2E3 ag-1,PDI inh,NR2E3 ag-2,TRPM1 prom inh,Vif imaging,CaV13 ICDI inh
Cc1cc(C)c(C#N)c(SCC(=O)c2ccc(Cl)cc2Cl)n1,-15.8,60.0*,-0.4,-1.3,0.3,0.2,7.8,-20.7,3.1,-4.2,-8.9
O=C(Nc1ccc(Cl)cc1)/C(=C/c1cccc(O)c1)c1nc2ccccc2s1,90.6*,101.1*,-0.5,-3.1,10.3,-0.4,3.2,29.6,92.5*,15.4,-1.9
COCCNCCCCOc1ccc(Br)cc1C,9.4,1.6,1.0,1.1,1.8,2.3,7.5,-3.9,-0.7,-4.9,-6.5
N#CC1=C(N)Oc2cc(O)ccc2C1c1cccs1 (stereo unspecified),12.3,25.9,-0.2,-1.8,1.7,-1.3,5.5,-19.9,0.8,.,-8.9
Cc1[nH]c2ccccc2c1/C=N/NC(=O)c1cccs1,-171.3,-49.6,-0.2,-0.2,-0.8,-0.9,2.0,-120.6,-7.4,1.4,-12.4
CCOC(=O)c1c(C)[nH]c(C)c1S(=O)(=O)NCCc1ccc(SC)cc1,12.6,8.3,0.0,0.1,1.7,0.9,-4.3,9.2,2.9,18.4,-2.1
CC(C)CCNC(=O)CSc1nc2ccsc2c(=O)n1NC(=O)c1ccccc1,-41.6,-28.0,0.2,5.2,1.8,1.1,8.8,-39.7,-1.1,1.3,-5.0
CCCCCc1c(C)nc(Nc2nc(C)c3cc(OC)ccc3n2)[nH]c1=O,-12.5,10.8,1.2,-1.7,0.1,5.7,1.8,-20.1,21.5,-8.4,-5.0
Cc1ccc(P(=O)(O)c2ccc(C)cc2)cc1,5.9,11.2,0.2,2.9,-0.4,-3.9,2.6,-7.7,-7.8,.,.
Cc1ccc(C(=O)OCC(=O)NCCNC(=O)COC(=O)c2ccc(C)s2)s1,6.9,-3.2,-0.1,0.3,-9.1,-0.5,0.0,-18.7,0.7,0.3,-12.4
NC(=O)NC(=O)c1nccnc1C(=O)O,13.9,-0.8,-0.2,-0.5,-6.3,-1.6,1.6,-10.3,5.6,-0.8,-4.7
COc1ccc(-c2c(C)oc3c(CN4CCN(CCO)CC4)c(O)ccc3c2=O)cc1OC,15.3,8.7,0.0,2.7,10.2,0.4,10.3,-25.4,0.5,8.1,.
CC(C(=O)c1ccccc1)C(O)c1ccccn1 (stereo unspecified),-56.1,-17.2,-0.1,-2.7,-1.2,.,2.0,-20.2,-13.6,-20.2,-5.2
CCN(CC)CCN(C(=O)c1ccc2c(c1)CCCC2)c1nc2cc(OC)c(OC)cc2s1,11.1,25.4,0.0,-0.1,56.1*,0.2,15.5,-16.6,10.3,2.8,.
Cc1ccc(-c2nn(-c3ccccc3)cc2CO)cc1,-216.9,-262.8,-0.1,0.2,-4.2,0.7,12.0,-74.9,-63.2,-4.2,-4.8

# Part of the list above, reduced to TRPM1 prom inh.
SMILES	TRPM1 prom inh
Cc1ccc(C(=O)OCC(=O)NCCNC(=O)COC(=O)c2ccc(C)s2)s1	0.7
NC(=O)NC(=O)c1nccnc1C(=O)O	5.6
COc1ccc(-c2c(C)oc3c(CN4CCN(CCO)CC4)c(O)ccc3c2=O)cc1OC	0.5

# (continued)
SMILES,HIF-2a block,Peg3 prom inh,aDG glyco act,iPSC survival up,Exocytosis inh,NR2E3 ag-1,PDI inh,NR2E3 ag-2,TRPM1 prom inh,Vif imaging,CaV13 ICDI inh
O=C(COC(=O)c1cccs1)Nc1ccccc1,-59.4,-4.8,0.0,0.0,-2.2,4.6,4.9,-5.0,4.2,-0.1,-9.0
CC(Oc1ccc2ccc(=O)oc2c1)C(=O)NC1CC(C)(C)NC(C)(C)C1 (stereo unspecified),10.7,8.2,-0.1,-0.5,-0.8,-1.0,10.4,-23.8,7.3,-0.3,-5.7
Cc1ccc(C)c(S(=O)(=O)N2CCN(C(=O)c3cnccn3)CC2)c1,4.5,-5.5,0.9,-4.0,-0.8,-0.7,3.2,11.9,2.2,-1.0,-8.1
CCOC(=O)CN1C(=O)C(C)(C)Oc2ccc(C(=O)Nc3ccccc3)cc21,-58.0,-51.2,0.1,4.2,-3.4,-6.3,-2.0,-33.2,-13.4,11.2,-4.9
CC1=CCC2C(=O)N(c3ccc(Br)cc3C)C(=O)C2C1 (stereo unspecified),16.6,44.4,-0.1,0.7,3.0,5.8,-8.5,-1.0,12.7,.,-3.8
CCCc1nc2c(s1)CCc1onc(-c3ccc(OC)cc3)c1-2,-6.7,0.2,0.2,-1.9,3.7,0.8,0.0,-13.2,15.5,-3.8,-5.6
CC(C)=N/N=c1\scc(C)n1Cc1ccco1,9.3,10.7,-0.2,-1.6,-2.8,-3.8,-4.3,4.7,4.0,8.6,-4.0
Cc1ccc(S(=O)(=O)N2CCCCC2)cc1NC(=O)c1ccc(Br)o1,13.3,14.4,0.1,1.0,1.6,0.8,-4.5,0.3,10.6,1.8,-6.5
Cc1c(OCC(=O)NCc2ccccn2)ccc2c3c(c(=O)oc12)CCCC3,-40.6,-31.2,0.4,-0.4,-2.5,-0.6,9.6,11.5,-24.3,-1.4,-3.8
c1ccc(Nc2nc(NCC3CCCO3)c3ccccc3n2)cc1 (stereo unspecified),4.2,27.4,-0.3,-1.8,-0.2,-0.1,6.0,6.3,18.8,-5.2,-4.6
CC1CCC2(CC1)NC(=O)N(CC(=O)Nc1ccc3c(c1)OCCCO3)C2=O (stereo unspecified),-6.8,-0.2,0.2,1.5,1.1,-0.7,18.3,-1.9,-8.2,22.3,-1.6
Cc1cccc(CN(CC(=O)N/N=C/c2cccs2)S(=O)(=O)c2ccc(Cl)cc2)c1,25.5,18.4,-0.3,-1.5,0.4,-1.8,-3.4,-26.4,8.8,8.4,.
Cc1noc(C)c1S(=O)(=O)N(C)C[C@H]1Oc2ccc(NC(=O)C3CCCCC3)cc2C(=O)N([C@H](C)CO)C[C@@H]1C,-8.2,-2.1,0.1,-0.6,3.2,.,2.5,-24.6,-4.7,-1.4,-11.5
O=C(NCCc1cccc(C(F)(F)F)c1)C1CCC(=O)N(C2CC2)C1 (stereo unspecified),0.0,7.9,0.0,-0.3,-7.5,-2.4,-1.1,-17.9,-4.3,6.3,-5.4
CC=CCn1c(SCCCc2ccccc2)nc2c1c(=O)[nH]c(=O)n2C,3.9,0.5,0.3,-1.9,-1.4,.,8.5,-2.6,.,.,-5.2

# Records above that bear a hit mark in Exocytosis inh.
Compound	HIF-2a block	Peg3 prom inh	aDG glyco act	Exocytosis inh	NR2E3 ag-1	PDI inh	NR2E3 ag-2	TRPM1 prom inh	Vif imaging	CaV13 ICDI inh
CCN(CC)CCN(C(=O)c1ccc2c(c1)CCCC2)c1nc2cc(OC)c(OC)cc2s1	11.1	25.4	0.0	56.1*	0.2	15.5	-16.6	10.3	2.8	.

# Continued:
SMILES,HIF-2a block,Peg3 prom inh,aDG glyco act,iPSC survival up,Exocytosis inh,NR2E3 ag-1,PDI inh,NR2E3 ag-2,TRPM1 prom inh,Vif imaging,CaV13 ICDI inh
O=C(CCC1CCCCC1)NCc1ccc(F)cc1,6.5,-1.0,-0.2,-0.6,-12.2,-0.8,0.2,-4.9,-2.9,-1.0,-4.8
Cc1ccc2nc(NC(=S)NC(=O)c3ccco3)sc2c1,-210.9,-355.0,1.3,-4.1,5.8,0.9,10.4,-90.4,-36.0,1.0,-4.9
Cc1ccc(CN2CC(C(=O)NC3CCCC(C)C3C)CC2=O)cc1 (stereo unspecified),12.1,14.4,-0.2,-0.1,0.1,4.6,9.3,-10.8,-8.8,8.8,-2.8
O=C(CCSc1nnc(-c2ccco2)o1)Nc1ccc(Cl)cc1,14.6,5.7,0.0,2.5,-0.3,-0.9,6.2,8.2,-4.8,.,-3.9
CCO[C@H]1OC(C(=O)NCc2nc3ccccc3[nH]2)=C[C@@H](C)[C@@H]1CCCO,7.2,-3.8,0.0,0.5,-6.7,1.4,-5.2,-22.1,-3.1,-10.4,-5.0
CCCCCCC1(C)NC(=S)N(c2ccccc2)N1 (stereo unspecified),1.1,9.7,0.0,0.8,-0.4,0.8,5.3,-31.8,-5.1,-1.3,5.2
O=C(CSc1ccc(-c2ccco2)nn1)NCCc1ccccc1,2.5,-26.9,0.0,-0.1,-2.6,2.9,5.2,5.0,-0.4,-5.4,-0.2
CCOc1ccc2nc(NC(=O)COc3ccc(N(C)S(=O)(=O)c4ccc(C)cc4)cc3)sc2c1,-50.4,-10.7,0.0,-0.3,-2.6,-2.4,-3.8,8.5,-6.9,4.1,3.7
COc1cc(OC)c(-c2nn3c(C4CCCCC4)nnc3s2)cc1OC,-47.8,8.9,-0.2,4.8,-1.5,1.6,0.1,-3.6,-19.9,20.9,-6.5
COc1cccc(C(=O)Oc2cc3c4c(c2)C(C)=CC(C)(C)N4C(=O)C3=O)c1,14.8,6.3,-0.1,-2.3,18.6,3.4,-1.9,-16.5,7.8,-2.2,-7.6
Cn1c(CNC(=O)c2ccccc2F)nnc1SCc1ccc(F)cc1,17.8,5.3,0.2,-2.9,-10.1,1.2,0.7,-9.0,9.7,4.8,-10.4
Cc1ccccc1NC(=S)N/N=C/C(C)c1ccccc1 (stereo unspecified),0.1,-3.3,-0.2,-0.9,2.0,0.8,-2.8,-18.8,2.2,-12.7,-5.2
O=C(O)/C(=C\c1cccc(F)c1)c1ccc(S(=O)(=O)N2CCCCC2)s1,19.3,-7.4,-0.2,-0.7,-1.9,-0.5,-2.9,-5.0,-5.3,6.4,-3.9
Cc1c(C(=O)N2CCCCCC2(C)C(=O)NCC(C)C)oc2ccccc12 (stereo unspecified),14.8,6.3,0.0,2.7,-0.5,.,4.4,21.3,.,-3.4,-4.5
CCCN(CCC)CCCn1c(=O)[nH]c2ccccc21,13.1,0.6,0.0,0.6,-0.4,7.8,2.3,3.2,3.2,-7.5,2.5
COCCn1c(SCCCC(=O)c2ccc(Br)cc2)nnc1-c1ccncc1,4.6,4.9,3.0,-6.2,-1.7,0.4,-3.0,40.2,21.9,-22.3,-6.3
CC(C)(C#CC(O)(c1ccccc1)c1ccccc1)N1CCCCC1,13.8,-5.2,0.0,-0.2,12.9,3.1,-2.5,13.7,-8.8,-1.3,-1.8
O=C(/C=C/c1ccccc1[N+](=O)[O-])NC1CCCC1,-34.1,-21.4,0.6,1.8,0.8,6.8,2.3,-44.9,-18.7,0.0,-3.9
CCCN(CC(=O)Nc1cc(Cl)ccc1Cl)C(=O)c1ccccc1SCC(=O)N1CCCC1,12.6,17.7,-0.2,1.1,1.0,-3.2,3.3,-12.7,-2.6,-0.4,-5.5
Cc1ccc(N(C=NC#N)CC(=O)N2CCN(c3ccccc3)CC2)cc1,17.5,8.0,0.1,0.5,-1.3,1.3,1.4,17.4,3.8,.,.
O=C(Nc1nc2ccccc2[nH]1)c1cccs1,-201.3,-214.8,0.0,-0.5,-1.6,-2.7,-6.6,-116.9,-58.9,1.9,-18.0
Cc1ccc(C(=O)C(OC(=O)CN2C(=O)c3ccccc3C2=O)c2ccccc2)cc1C (stereo unspecified),-26.0,-19.3,0.0,-1.2,-1.8,-4.6,1.3,8.0,-8.3,-6.1,-7.6
CCN(Cc1ccccc1)C(=O)CSc1nc(C)cc(=O)[nH]1,10.5,-1.6,-0.2,0.8,-2.9,-2.8,4.1,-12.6,17.3,7.3,-4.2
